# Source: PubChem BioAssay
# ALDH1A1 block – inhibitors of human aldehyde dehydrogenase 1A1; P00352; Purified ALDH1A1, NADH fluorescence, propionaldehyde substrate; Potency, µM (doses to about 75.3 µM), for the others: top-dose activity, negative = inhibition, actives largely listed as inhibitors; 220,000 compounds, 7.3% hits; active = well fitted inhibition curve with a large enough effect, not every such curve was filed as active; inconclusive = small, poorly fitted or top-dose-only effect, or another doubt; inactive = no such curve, though single readings can be large or run the other way;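 also: plate controls were no enzyme wells and a reference inhibitor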
# Target sequence (P00352 whole entry, looked up): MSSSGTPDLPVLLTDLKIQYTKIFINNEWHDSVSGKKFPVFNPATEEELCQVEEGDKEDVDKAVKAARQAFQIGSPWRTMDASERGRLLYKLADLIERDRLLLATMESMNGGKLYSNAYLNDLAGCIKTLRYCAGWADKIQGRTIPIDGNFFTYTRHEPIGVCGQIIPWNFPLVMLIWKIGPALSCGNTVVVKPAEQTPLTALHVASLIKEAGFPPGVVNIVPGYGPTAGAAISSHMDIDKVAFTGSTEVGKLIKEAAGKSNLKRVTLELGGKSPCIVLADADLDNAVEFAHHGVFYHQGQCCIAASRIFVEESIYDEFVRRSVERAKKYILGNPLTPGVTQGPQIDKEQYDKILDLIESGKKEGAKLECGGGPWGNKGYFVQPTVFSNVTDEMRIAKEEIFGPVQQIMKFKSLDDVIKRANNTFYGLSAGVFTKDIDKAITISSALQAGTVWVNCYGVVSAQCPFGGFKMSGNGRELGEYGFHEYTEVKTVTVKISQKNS
# NPSR antagonist – antagonists of human neuropeptide S receptor cAMP signaling. 220,000 compounds, 1% hits. Q6W5P4. Potency, µM (top dose mostly 38.3 µM), for inactives: top-dose activity change, negative = inhibition, hits mostly inhibitors. AID 1461. CHO-NPSR cells, cAMP TR-FRET, antagonist mode; also: % is scaled to controls: 0 for no effect and ±100 for the full control effect; nearly all actives have a fitted effect of over 50% in size; many of its hits are not listed in these tables
# Tau fluor cs – counter-screen for tau fibril formation inhibitors; tau K18 P301L (four-repeat tau fragment) Alexa594 fluorescence, heparin fibrillization; Potency, µM (doses to about 57.7 µM), inactives show top-dose activity change, negative = decrease; 280,000 compounds, 0.93% hits; also: % is scaled to controls: 0 for no effect and ±100 for the full control effect; nearly all actives have a fitted effect of over 55% in size
#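 Human K18 P301L tau (15 uM unlabeled plus 0.24 uM Alexa 594-labeled, final) in 100 mM sodium acetate pH 7 was mixed with compound and 20 uM heparin and incubated 6 hr at 37 C.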
# GAA glycogen mod – inhibitors or activators of human alpha-glucosidase glycogen cleavage; P10253; recombinant GAA, glycogen substrate, Amplex Red glucose oxidase fluorescence; Potency, µM (titrated, usually from 76.4 µM), for the others: at the top dose activity change, negative = inhibition, hits mostly inhibitors; 300,000 compounds, 0.38% hits; AID 2100;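 also: 0% = full enzyme reaction and -100% = no-enzyme basal signal; the screen sought inhibitors and activators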
#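 Recombinant enzyme (4 nM final) with compounds titrated up to 77 uM and bovine liver glycogen (30 ug) in citrate pH 5.0, 0.01% Tween-20, 37 C 40 min. Released glucose detected by Amplex Red/glucose oxidase (Ex 573/Em 610); AC50 from Hill fits.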
# Epigenetic reg – regulators of epigenetic silencing causing reporter derepression in mouse cells; murine LDR cells, GFP reporter derepression, 30 h; Potency, µM (highest dose often 53.9 µM), for inactives: at the highest dose GFP activation, hits mostly activators; 280,000 compounds, 0.2% hits; AID 1865; also: % of control where 0% means no effect; nearly all actives have a fitted effect of over 60% in size
#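 Murine LDR cells carrying a silenced, genomically integrated CMV-driven GFP reporter were exposed to compound for 30 hours at 37 C. After PBS washes, GFP-positive cells (20–120 um objects) were counted by laser-scanning microplate cytometry.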
# GAA spleen mod – lysosomal alpha-glucosidase (human) modulation; 240,000 compounds, 0.006% hits; Potency, µM (highest dose often 79.9 µM), inactives show at the top dose activity change, negative = inhibition, usual class: inhibitors; human spleen homogenate, 4-MU-alpha-glucoside fluorescence;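 also: 0% = enzyme with vehicle and -100% = no enzyme basal signal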
#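 Human spleen homogenate (1 ug) with 4-methylumbelliferyl-alpha-D-glucopyranoside (1 mM final) in 50 mM citrate/phosphate pH 5.0, 0.01% Tween-20; 40 min at 37 C. Stopped at pH 10; 4-MU fluorescence Ex 365/Em 440 nm; AC50 by Hill fit.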
# GAA inhib – inhibitors of human lysosomal alpha-glucosidase; P10253; purified human GAA, 4-MU-alpha-glucoside fluorescence; Potency, µM (doses to about 76.9 µM), for the others: at the top dose activity change, negative = inhibition, usual class: inhibitors; 200,000 compounds, 0.005% hits; AID 1466;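 also: plate controls were uninhibited enzyme wells for no effect and no-enzyme background for full effect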
#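 Enzyme (4 nM final) mixed with compound (up to 77 uM), then 4-MU-alpha-D-pyranoside (400 uM final) added; 20 min at room temperature, pH 5.0. Reaction stopped at pH 10, fluorescence read, AC50 derived by Hill fit.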
# GLA spleen mod – alpha-galactosidase A (human) modulation; human spleen homogenate, 4MU-alpha-Gal fluorescence, 40 min; P06280; Potency, µM (top dose mostly 80 µM), for the others: at the top dose activity change, negative = inhibition, usual class: inhibitors; 240,000 compounds, 0.008% hits; AID 2107;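 also: 0% = enzyme with vehicle and -100% = no enzyme basal signal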
# Target sequence (P06280 32-429 limits assumed): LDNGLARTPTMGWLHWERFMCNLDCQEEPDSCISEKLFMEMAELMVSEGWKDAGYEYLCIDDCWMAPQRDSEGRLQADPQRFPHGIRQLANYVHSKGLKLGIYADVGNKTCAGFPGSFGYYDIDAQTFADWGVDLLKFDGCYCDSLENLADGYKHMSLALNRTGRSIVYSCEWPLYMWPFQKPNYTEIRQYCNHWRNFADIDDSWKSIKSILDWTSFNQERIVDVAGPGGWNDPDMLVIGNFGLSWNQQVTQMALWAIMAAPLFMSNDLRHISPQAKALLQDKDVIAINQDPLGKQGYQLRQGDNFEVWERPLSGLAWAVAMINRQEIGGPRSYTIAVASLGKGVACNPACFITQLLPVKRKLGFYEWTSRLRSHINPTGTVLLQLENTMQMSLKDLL
#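 qHTS titration in buffer at pH 5.0. Alpha-galactosidase activity in spleen homogenate was measured via 4-methylumbelliferone release from 1 mM fluorogenic substrate after 40 min at 37C and a pH 10 stop. AC50 came from Hill fits of control-normalized data.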
# Numbers without * were called inactive; ? = inconclusive; · = not tested or not shown; & = joins results of further samples; [ ] = another dose, or the depositor's remark. Unless noted, calls follow the shape of the dose curve; as a rule, active = well fitted curve in the direction sought with a large enough effect; inconclusive = small, poorly fitted or top-dose-only effect, or another doubt; inactive = no such curve, though single readings can be large; an effect the other way counts as inactive or inconclusive. Potency is read from the fitted curve at half-maximal effect. An excerpt (hit frequency here may not be typical).
SMILES,ALDH1A1 block,NPSR antagonist,Tau fluor cs,GAA glycogen mod,Epigenetic reg,GAA spleen mod,GAA inhib,GLA spleen mod
O=C(Nc1cccnc1)c1cccc(S(=O)(=O)N2CCCCC2)c1,2%,1%,-11%,-2%,5.2%,-3%,6%,2%
CCSc1nc2nn(-c3ccccc3)c(=O)c-2c2n1CCCCC2,2.5µM*,-23%[46.1 µM],-17%,4%,-0.1%,0%,?,-10%
Cc1cccc2c1N(CCCOc1ccc(C(C)(C)C)cc1)C(=O)C2=O,0.089µM*,-16%[46.1 µM],-23%,-1%,0.7%,-3%,-9%,-2%
CCSC1=C(C#N)C(c2cccc(O)c2)CC(=O)N1 (configuration not stated),-3%,-2%[46.1 µM],-3%,6%,2.7%,-5%,-3%[15.4 µM],-1%
COC(=O)c1cc(CSC(=N)N)ccc1OCCC(C)C,·,10%[7.67 µM],5%,10%,-0.3%,15%,·,16%
C(=N\n1cnnc1)/c1ccc(-c2ccccc2)cc1,-2%,17%[46.1 µM],2%,2%,-1.1%,0%,-3%,6%
Cc1ccnc2c(N3C(=O)C4C5C=CC(C5)C4C3=O)cccc12 (configuration not stated),6%,-8%[46.1 µM],-3%,-5%,2.3%,6%,-5%,8%
O=C(COC(=O)/C=C/c1cccc(Cl)c1)NCCC1=CCCCC1,13%,25%,-7%,1%,0.0%,-1%,7%,2%
COCCn1c(SCC(=O)c2[nH]c(C)c(C(C)=O)c2C)nc2ccccc21,?,-12%[46.1 µM],-10%,3%,0.9%,-18%,2%,11%
C=CCNc1nc(Nc2ccc([N+](=O)[O-])cc2)nc(OC)n1,-1%,-12%,-16%,-2%,-0.1%,1%,0%,3%
COc1ccc(CN2CCNC(=O)C2CC(=O)NCc2csc(C(C)C)n2)c(OC)c1 (configuration not stated),?,-10%,-6%,-8%,2.8%,5%,1%,-4%
CCCCS(=O)(=O)c1sc2nc(C)cc(C)c2c1N,-4%,-12%[46.1 µM],-8%,2%,0.0%,-20%,-7%,1%
CC(C)c1nc(-c2ccc([N+](=O)[O-])cc2)cs1,-5%,8%,-6%,6%,-0.9%,-4%,-6%,0%
CC(C)CCn1c(N2CCC(C(N)=O)CC2)nc2c1c(=O)[nH]c(=O)n2C,?,-10%[46.1 µM],7%,15%,-2.9%,-8%,-4%,-5%
Cc1ccc(NC(=O)c2ccccc2)cc1,8%,-6%[46.1 µM],-10%,-2%,-1.1%,1%,-13%,1%
C=CCOC(=O)/C=C/C(=O)NC(N)=O,·,14%,?,6%,3.1%,-7%,·,-11%
Cc1cccc(NC(=O)CSc2nnc(C)c(=O)n2N)c1C,2%,8%,3%,-1%,1.1%,-8%,-1%,-4%
CC(=O)OC[C@H]1O[C@@H](O/N=C\[C@@H](C)[C@H](OCc2ccccc2)C(C)C)[C@H](OC(C)=O)[C@@H](OC(C)=O)[C@H]1OC(C)=O,-12%[13.5 µM],·,-3%[11.6 µM],·,3.4%[10.1 µM],-1%[17.4 µM],·,18%[17.5 µM]
COc1ccc(C(=O)NCCC2=CCCCC2)cc1OC,-10%,-7%[46.1 µM],-9%,5%,7.4%,-2%,-5%,1%
O=C(NCC(c1cccs1)N1CCOCC1)c1ccc(Cl)s1 (configuration not stated),1%,-9%[46.1 µM],-5%,-2%,-0.8%,2%,-4%,14%
CC(=O)Nc1ccc(S(=O)(=O)NCCN2CCOCC2)cc1,-6%,2%[46.1 µM],-1%,-5%,-4.2%,5%,0%,7%
CC(=O)c1cccc(N(CC(=O)N2CCCCC2)S(C)(=O)=O)c1,1%,-5%[46.1 µM],-8%,5%,-5.9%,0%,-1%,2%
O=C1Nc2cc(Cl)cnc2N2CCCC12 (configuration not stated),?,2%,?,-13%,-1.0%,-1%,-2%,-2%
CS/C(=C/[N+](=O)[O-])Nc1cccc2c1C(C)CC2(C)C (configuration not stated),?,-20%,-19%,-6%,-9.6%,1%,-12%,1%
OCCOCCn1c(-c2ccccc2)nc(=S)c2c1CCCC2,-5%,5%[46.1 µM],-9%,1%,-0.4%,6%,-1%,-2%
NC(=NCc1ccc(Cl)c(Cl)c1)NC(=O)c1nc(Cl)c(N)nc1N,?,?,-17%,·,-0.2%,4%,·,?
COC(=O)c1ccc(C(c2c(N)n(Cc3ccccc3)c(=O)n(C)c2=O)N2CCOCC2)cc1 (configuration not stated),?,-17%[46.1 µM],?,8%,-1.0%,-5%,-15%,-1%
CS(=O)(=O)NCCCc1ccccc1,4%,5%[46.1 µM],-2%,2%,0.0%,13%,-2%,-1%
C/C(=N\N=C(c1ccccc1)c1ccccc1)c1ccco1,?,-38%,-14%,-1%,-1.6%,-6%,4%,5%
CC(C)N1CCC(N2CCN(C/C=C/c3ccccc3)CC2CCO)CC1 (configuration not stated),0%,-17%,-13%,13%,1.1%,0%,-4%,1%

# Exported with tabs: two of the compounds above.
SMILES	ALDH1A1 block	NPSR antagonist	Tau fluor cs	GAA glycogen mod	Epigenetic reg	GAA spleen mod	GAA inhib	GLA spleen mod
CC(=O)Nc1ccc(S(=O)(=O)NCCN2CCOCC2)cc1	-6%	2%[46.1 µM]	-1%	-5%	-4.2%	5%	0%	7%
CS/C(=C/[N+](=O)[O-])Nc1cccc2c1C(C)CC2(C)C (configuration not stated)	?	-20%	-19%	-6%	-9.6%	1%	-12%	1%

# The results go on:
SMILES,ALDH1A1 block,NPSR antagonist,Tau fluor cs,GAA glycogen mod,Epigenetic reg,GAA spleen mod,GAA inhib,GLA spleen mod
COc1ccc2oc(=Nc3cc(F)ccc3F)c(C(N)=O)cc2c1,-21%,-23%,-17%,7%,2.1%,-2%,1%,4%
CC[C@@H](C)C(NC(=O)OC(C)(C)C)c1cn([C@@H](CCCCNC(=O)OC(C)(C)C)C(=O)N2CCN(C(=O)OC(C)(C)C)CC2)nn1 (some centres not stated),7%,53%,4%,-7%,-0.7%,-4%,·,-4%
O=C(COc1ccccc1)NC(=S)Nc1ccc2c(c1)Cc1ccccc1-2,-4%,?,-14%,8%,-1.9%,3%,-1%,5%
O=C(Nc1ccc(S(=O)(=O)Nc2ncccn2)cc1)c1nn(Cc2ccccc2)c(=O)c2ccccc12,·,-15%,-13%,1%,3.4%,-2%,·,-5%
CCC(=O)c1ccc(OCC(O)CN2CCCCC2)cc1 (configuration not stated),20%,-2%[46.1 µM],-3%,12%,-0.2%,-2%,0%,2%
NC(=O)[C@H]1CC2(CC(c3cccc(NC(=O)[C@H]4CCC(=O)N4)c3)=NO2)CN1C(=O)c1ccccc1C(=O)c1ccccc1 (some centres not stated),·,20%,3%,4%,0.4%,-4%,·,0%
O=C(NCC1CCCO1)C(c1ccc(F)cc1)N(C(=O)Cn1nnc(-c2ccc(F)cc2)n1)c1cccc(O)c1 (configuration not stated),12%,-6%,-21%,18%,-4.5%,4%,?,0%
Cc1ccc(NC(=S)NCc2ccccc2)cc1[N+](=O)[O-],-13%,-13%[46.1 µM],?,1%,0.0%,-4%,-11%,-1%
CCOc1cc(CNCCCN2CCOCC2)cc(Br)c1OCC(=O)Nc1cccc(C(F)(F)F)c1,1%,?,-13%,9%,-2.1%,2%,-2%,7%
COc1ccc(N(CC(=O)N2CC=C(c3ccccc3)CC2)S(=O)(=O)c2c(C)noc2C)cc1,-8%,-18%[46.1 µM],-12%,10%,0.8%,-5%,?,0%
Cc1cc(C(=O)NNC(=O)c2ccc(S(=O)(=O)N(C)C)cc2)c(C)o1,8%,6%,9%,8%,-1.3%,-3%,1%,-20%
COC(=O)c1ccc(C(=O)OC)c(NC(=S)N2CCN(c3ccccc3F)CC2)c1,?,-6%,-28%,-7%,0.1%,2%,-1%,21%
Cc1ccc(-c2cc(N)n3nc(-c4ccc(C)cc4)cc3n2)cc1,?,-6%[46.1 µM],?,3%,-0.2%&-1.4%,0%,3%,13%
CCOC(=O)C1(C(=O)OCC)C(c2ccccc2)CC(O)N1C(C)=O (configuration not stated),6%,13%,-3%,-6%,-0.9%,-3%,4%,-1%
CCc1cc2c(=O)n(CC(=O)NCCc3ccc(OC)c(OC)c3)cnc2s1,3%,20%,-12%,-4%,2.3%,-4%,4%,8%
Cc1cccc(NC(=O)NC(=S)NC(=O)c2ccccc2)c1,?,-18%,?,3%,-0.9%,-2%,-11%,-1%
O=C(NCCCn1ncc2ccccc21)c1cc(COc2c(F)cccc2F)on1,-3%,37%,-11%,-7%,-0.2%,-1%,?,-2%
O=C(COc1ccc2c(c1)OCO2)Nc1ccc2c(c1)oc1ccccc12,-11%,-7%[46.1 µM],-13%,6%,0.0%,?,1%,-18%

# Reprinted at random: 6 entries already listed, in no set order.
SMILES,ALDH1A1 block,NPSR antagonist,Tau fluor cs,GAA glycogen mod,Epigenetic reg,GAA spleen mod,GAA inhib,GLA spleen mod
CCOC(=O)C1(C(=O)OCC)C(c2ccccc2)CC(O)N1C(C)=O (configuration not stated),6%,13%,-3%,-6%,-0.9%,-3%,4%,-1%
Cc1cc(C(=O)NNC(=O)c2ccc(S(=O)(=O)N(C)C)cc2)c(C)o1,8%,6%,9%,8%,-1.3%,-3%,1%,-20%
O=C(COc1ccc2c(c1)OCO2)Nc1ccc2c(c1)oc1ccccc12,-11%,-7%[46.1 µM],-13%,6%,0.0%,?,1%,-18%
CCc1cc2c(=O)n(CC(=O)NCCc3ccc(OC)c(OC)c3)cnc2s1,3%,20%,-12%,-4%,2.3%,-4%,4%,8%
O=C(NCCCn1ncc2ccccc21)c1cc(COc2c(F)cccc2F)on1,-3%,37%,-11%,-7%,-0.2%,-1%,?,-2%
Cc1ccc(-c2cc(N)n3nc(-c4ccc(C)cc4)cc3n2)cc1,?,-6%[46.1 µM],?,3%,-0.2%&-1.4%,0%,3%,13%
